Source: PubChem BioAssay (National Center for Advancing Translational Sciences (NCATS))
HttQ103 aggreg: mutant huntingtin aggregation inhibition; PC12 HttQ103-GFP aggregates, Acumen cytometry, 40 h; Potency, µM (top dose mostly 46.1 µM), without a hit: at the highest dose activity change, negative = inhibition, most hits filed as inhibitors; 220,000 tested, 1.1% active; AID 1688; note: % is set by controls: 0 for no effect and ±100 for the full control effect; nearly all actives have a fitted effect of over 60% in size
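Huntingtin Q103 exon 1–GFP aggregates in induced PC12 cells (100 nM tebufenozide) were quantified by cytometry from lysates, with compounds dosed in titration.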
GAA glycogen mod: inhibitors or activators of human alpha-glucosidase glycogen cleavage; recombinant GAA, glycogen substrate, Amplex Red glucose oxidase fluorescence; Potency, µM (titrated, usually from 76.4 µM), without a hit: at the highest dose activity change, negative = inhibition, hits mostly inhibitors; 300,000 tested, 0.38% active;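 note: 0% = full enzyme reaction and -100% = no-enzyme basal signal; the screen sought inhibitors and activators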
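Natural-substrate format: glycogen cleavage by 4 nM human enzyme, glucose read by Amplex Red coupling (Ex 573, Em 610 nm). Normalized to enzyme and no-enzyme controls.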
GAA inh: inhibitors of human lysosomal alpha-glucosidase | 200,000 tested, 0.005% active | P10253 | Potency, µM (titrated, usually from 76.9 µM), without a hit: top-dose activity change, negative = inhibition, most hits filed as inhibitors | AID 1466 | purified human GAA, 4-MU-alpha-glucoside fluorescence;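 note: plate controls were uninhibited enzyme wells for no effect and no-enzyme background for full effect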
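Fluorescence at Ex 365/Em 440 nm from 4-methylumbelliferone reported enzyme activity after 20 min at room temperature. Reactions used 4 nM enzyme and 400 uM substrate at pH 5.0; curves fitted with the Hill equation.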
IMPase Li cell: membrane-permeable IMPase blocker, potentiated with lithium; CHO-M1 cells, IP1 TR-FRET (IP-One), carbachol + lithium; Potency, µM (titrated, usually from 59.4 µM), inactives show at the top dose activity, negative = IMPase inhibition, hits mostly inhibitors; 210,000 tested, 0.35% active;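 note: IP1 builds up when IMPase is blocked and the TR-FRET signal falls; plate controls were basal vehicle for no effect and high inhibitor control for full effect; nearly all actives have a fitted effect of over 50% in size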
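CHO cells stably expressing M1 receptor (2000/well, cultured 16–30 h) treated 30 min at 37C with compound plus low lithium. Cytosolic IP1 by TR-FRET (665/620 ratio and 620 channel) after 10 min lysis; AC50 by Hill fit.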
aGlu spleen mod: inhibitors or activators of human alpha-glucosidase in spleen homogenate; human spleen homogenate, 4-MU-alpha-glucoside fluorescence; Potency, µM (highest dose often 79.9 µM), inactives show at the highest dose activity change, negative = inhibition, actives largely listed as inhibitors; 240,000 tested, 0.006% active; AID 2112;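 note: 0% = enzyme with vehicle and -100% = no enzyme basal signal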
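Compounds were titrated against alpha-glucosidase in spleen homogenate at pH 5.0, with 1 mM 4-methylumbelliferyl substrate for 40 min at 37 C. Reactions were quenched with pH 10 NaOH/glycine and fluorescence measured.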
GoLoco inh red: inhibitors of human Gai1-RGS12 GoLoco interaction (red fluorophore). Potency, µM (top dose mostly 61.6 µM), for inactives: at the top dose activity, negative = inhibition, usual class: inhibitors. Gai1:RGS12 GoLoco peptide FP, rhodamine, 10 min. 230,000 tested, 0.44% active. AID 880. P63096; active = well fitted inhibition curve with a large enough effect, not every such curve was filed as active; inactive = no such curve, though single readings can be large or run the other way; note: % is set by controls: 0 for no effect and ±100 for the full control effect; nearly all actives have a fitted effect of over 30% in size; many of its hits are not listed in these tables
Target sequence (P63096 whole entry, looked up): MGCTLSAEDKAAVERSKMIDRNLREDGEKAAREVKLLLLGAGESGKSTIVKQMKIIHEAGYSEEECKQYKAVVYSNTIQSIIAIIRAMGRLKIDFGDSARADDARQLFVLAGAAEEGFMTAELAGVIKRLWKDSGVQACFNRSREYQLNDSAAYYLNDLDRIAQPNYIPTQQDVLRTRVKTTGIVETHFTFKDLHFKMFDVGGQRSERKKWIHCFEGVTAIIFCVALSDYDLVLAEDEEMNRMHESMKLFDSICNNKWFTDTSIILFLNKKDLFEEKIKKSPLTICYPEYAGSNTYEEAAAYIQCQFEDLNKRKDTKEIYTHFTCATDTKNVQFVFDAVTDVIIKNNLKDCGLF
HTT ATP protect: cytoprotection in Huntington HTT-Q103 PC12 cell model | Potency, µM (highest dose often 56.4 µM), without a hit: cytoprotection (ATP increase), usual class: activators | AID 1471 | PC12 HTT-Q103 induced, cytoprotection, ATP luminescence, 40 h | 230,000 tested, 0.14% active;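 note: % of control where 0% means no effect; nearly all actives have a fitted effect of over 45% in size; toxic huntingtin expression switched on by the ecdysone agonist tebufenozide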
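PC12 cells with ecdysone-inducible HTT exon 1 Q103-GFP, induced with 100 nM tebufenozide and co-treated with library compounds in a dose series (1536-well, 1500 cells/well). Cytoprotection read as ATP content by ATPlite luminescence.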
An asterisk follows results filed as active; ? = inconclusive; . = not tested or not shown; [ ] = remark or other dose. Unless noted, calls come from the whole dose curve; as a rule, active = well fitted curve in the direction sought with a large enough effect; inconclusive = small, poorly fitted or top-dose-only effect, or another doubt; inactive = no such curve, though single readings can be large; an effect the other way counts as inactive or inconclusive. Potency is the fitted concentration of half-maximal effect.

SMILES	HttQ103 aggreg	GAA glycogen mod	GAA inh	IMPase Li cell	aGlu spleen mod	GoLoco inh red	HTT ATP protect
O=C(N/N=C/c1c[nH]c2ccccc12)c1cccs1	-2%[9.22 µM]	-10%	-6%	.	-13%	0%	3%[10 µM]
COc1cc(-c2nc3cnccn3c2Nc2c(C)cccc2C)ccc1O	-5%	14µM*	-1%	2%[38.3 µM]	0%	-10%	-12%
C/C(=N\N=C\c1ccc(N(C)C)cc1)c1cccc([N+](=O)[O-])c1	24%	6%	0%	-4%	5%	5%	29%[10 µM]
Brc1cnc(N2CCCCC2)nc1N1CCOCC1	-4%	4%	-2%	38%[activator][38.3 µM]	-2%	9%	-20%
CCOc1ccc(N2C(=O)CC(SC(=NC)Nc3cccc(F)c3)C2=O)cc1 (configuration not stated)	-7%	8%	-14%	-13%[38.3 µM]	-6%	0%	24%
COC(=O)c1cc(C)sc1NC(=O)CC1Nc2ccccc2NC1=O (configuration not stated)	22%	1%	?	5%	-2%	5%	-7%
Clc1ccc(COn2c(-c3ccc(Cl)cc3Cl)nc3ncccc32)cc1	-21%	-6%	-2%	48%[activator][38.3 µM]	-16%	6%	-10%
O=C(NC(=S)Nc1ccccc1N1CCCC1)c1ccc(-c2cccc([N+](=O)[O-])c2)o1	?	-9%	4%	4%[38.3 µM]	-4%	26%	-38%[inhibitor]
Cc1ccccc1C(=O)Nc1nc(-c2cccnc2)cs1	-10%[9.22 µM]	.	.	.	3%	16%	19%[10 µM]
COc1cccc(NC(=O)CN(Cc2ccccc2)S(C)(=O)=O)c1	-3%	0%	2%	-1%	-12%	-11%	.
CCN1CCN(c2ncnc3c2cnn3-c2ccccc2)CC1	-10%	9%	0%	13%[38.3 µM]	1%	6%	3%
Cc1ccc(NC(=S)N(Cc2ccccc2)Cc2cccs2)c(C)c1	-12%	7%	2%	10%	-10%	5%	-18%
COc1ccc(-n2nc3c(N)n[nH]c3cc2=O)cc1	26%	?	-7%	5%	-2%	13%	2%
Cc1oc(C(=O)O)cc1COc1cccc2cccnc12	4%	-3%	1%	-6%[38.3 µM]	7%	-9%	-13%
C=CCn1cnc2c(nnn2-c2ccc(OC)c(OC)c2)c1=O	-6%	24%	-2%	2%	2%	4%	-41%[10 µM]
CNC(=O)C(NC(=O)Nc1ccc(C)cc1)C(C)(C)C (configuration not stated)	7%	-17%	10%	4%	-8%	21%	-18%
Cc1noc(C)c1COC(=O)C1CCN(C(=O)c2ccc(Cl)cc2)CC1	7%	6%	2%	13%	-1%	0%	-44%
COc1ccc(NC(=S)NNC(=O)c2nnn(-c3ccccc3)c2C)cc1	-12%	-11%	2%	-5%	-1%	2%	.
CCNc1nc(NCC)nc(OCCNS(=O)(=O)c2cc(C)ccc2C)n1	-7%	0%	-10%	15%[38.3 µM]	-5%	-2%	10%
COc1cc(CN2CCN(C(=O)CC(C)C)CC2)cc(OC)c1O	2%	40µM*	-5%	-5%[38.3 µM]	3%	-5%	-16%[10 µM]
O=C(NNC(=S)NC(=O)c1ccco1)c1ccc(F)cc1	-21%[9.22 µM]	-12%	.	.	1%	5%	29%[10 µM]
Cc1cccn2c(=O)c(C=Nc3c(C)n(C)n(-c4ccccc4)c3=O)c(N3CCCC3)nc12	-9%	11µM*	-2%	1%[38.3 µM]	-3%	8%	-6%
Cc1c(OCc2ccccc2)c(=O)ccn1Cc1ccc(Cl)cc1	-18%	-13%	-8%	8%[38.3 µM]	-16%	1%	6%
O=S(=O)(c1cnc[nH]1)N1CCN(c2ccc(F)cc2)CC1	0%[9.22 µM]	-6%	-5%[15.4 µM]	.	-4%	-8%	13%[10 µM]
O=C(O)C1C(c2ccccc2)C(C(=O)OCc2ccco2)C1c1ccccc1 (configuration not stated)	7%	-1%	-7%	-10%[38.3 µM]	3%	-6%	6%

14 neighbouring compounds from above, quoted:
SMILES	HttQ103 aggreg	GAA glycogen mod	GAA inh	IMPase Li cell	aGlu spleen mod	GoLoco inh red	HTT ATP protect
O=C(N/N=C/c1c[nH]c2ccccc12)c1cccs1	-2%[9.22 µM]	-10%	-6%	.	-13%	0%	3%[10 µM]
COc1cc(-c2nc3cnccn3c2Nc2c(C)cccc2C)ccc1O	-5%	14µM*	-1%	2%[38.3 µM]	0%	-10%	-12%
C/C(=N\N=C\c1ccc(N(C)C)cc1)c1cccc([N+](=O)[O-])c1	24%	6%	0%	-4%	5%	5%	29%[10 µM]
Brc1cnc(N2CCCCC2)nc1N1CCOCC1	-4%	4%	-2%	38%[activator][38.3 µM]	-2%	9%	-20%
CCOc1ccc(N2C(=O)CC(SC(=NC)Nc3cccc(F)c3)C2=O)cc1 (configuration not stated)	-7%	8%	-14%	-13%[38.3 µM]	-6%	0%	24%
COC(=O)c1cc(C)sc1NC(=O)CC1Nc2ccccc2NC1=O (configuration not stated)	22%	1%	?	5%	-2%	5%	-7%
Clc1ccc(COn2c(-c3ccc(Cl)cc3Cl)nc3ncccc32)cc1	-21%	-6%	-2%	48%[activator][38.3 µM]	-16%	6%	-10%
O=C(NC(=S)Nc1ccccc1N1CCCC1)c1ccc(-c2cccc([N+](=O)[O-])c2)o1	?	-9%	4%	4%[38.3 µM]	-4%	26%	-38%[inhibitor]
Cc1ccccc1C(=O)Nc1nc(-c2cccnc2)cs1	-10%[9.22 µM]	.	.	.	3%	16%	19%[10 µM]
COc1cccc(NC(=O)CN(Cc2ccccc2)S(C)(=O)=O)c1	-3%	0%	2%	-1%	-12%	-11%	.
CCN1CCN(c2ncnc3c2cnn3-c2ccccc2)CC1	-10%	9%	0%	13%[38.3 µM]	1%	6%	3%
Cc1ccc(NC(=S)N(Cc2ccccc2)Cc2cccs2)c(C)c1	-12%	7%	2%	10%	-10%	5%	-18%
COc1ccc(-n2nc3c(N)n[nH]c3cc2=O)cc1	26%	?	-7%	5%	-2%	13%	2%
Cc1oc(C(=O)O)cc1COc1cccc2cccnc12	4%	-3%	1%	-6%[38.3 µM]	7%	-9%	-13%

Further records
SMILES	HttQ103 aggreg	GAA glycogen mod	GAA inh	IMPase Li cell	aGlu spleen mod	GoLoco inh red	HTT ATP protect
CCCn1c(OC)nc2c1c(=O)n(C)c(=O)n2C	-17%	1%	2%	23%[38.3 µM]	1%	1%	-6%[10 µM]
CC(=O)Nc1ccc(NC(=O)COC(=O)CCc2nc3ccccc3s2)cc1	9%	-1%	-1%	7%	-2%	-6%	-10%[10 µM]
Cc1ccc(C2=[N+]([O-])C3(CCCCC/C3=N\NC(N)=S)N(O)C2(C)C)o1 (configuration not stated)	1%	21%	5%	13%[38.3 µM]	0%	3%	-10%[10 µM]
O=C(COC(=O)c1cc[n+]([O-])cc1)Nc1ccccc1Cl	17%	-12%	13%	8%	-11%	0%	-6%[10 µM]
COc1cccc(/C=N/NC(=O)CNC(=O)c2cccs2)c1O	-26%[9.22 µM]	-17%	.	.	3%	2%	-10%[10 µM]
CCOC(=O)CSc1n[nH]c(-c2cccnc2)n1	-1%	-3%	-4%	4%[38.3 µM]	-12%	-10%	17%
CCS(=O)(=O)c1ccc2c(c1)NC(=O)C(CCO)O2 (configuration not stated)	-5%	8%	8%	5%	13%	-9%	-17%
Cc1cc(C(=O)Nc2c(C)n(C)n(-c3ccccc3)c2=O)cs1	-3%	2%	?	28%[38.3 µM]	3%	5%	-7%[0.074 µM]
COc1ccc(/C=C/c2ccncc2)c2ccccc12	-6%	-3%	0%	-5%[38.3 µM]	5%	12%	-29%
O=C(c1cn[nH]c1)c1cc(F)ccc1O	?	4%	-7%	-13%[38.3 µM]	0%	8%	-1%
Cn1c(=O)c2c(-c3ccccc3)n(C3CCCCC3)cc2n(C)c1=O	-19%	-7%	2%	11%[38.3 µM]	-16%	6%	-10%
COc1ccc(-n2c(C)cc(C(=O)CSc3nnc(-c4ccoc4C)n3C)c2C)cc1	28%	5%	7%	1%[38.3 µM]	-10%	-5%	6%[10 µM]
CC(C)n1c(SCC(=O)Nc2ccccc2N2CCCCC2)nc2c1c(=O)n(C)c(=O)n2C	?	6%	-3%	10%[38.3 µM]	-6%	7%	-36%
CCOC(=O)c1c(NC(=O)CN2CCOCC2)sc2c1CC(C)(C)OC2	6%	-11%	-8%	2%[38.3 µM]	-5%	2%	-21%
CC1CCCCN1Cc1nc2ccccc2c(=O)[nH]1 (configuration not stated)	7%	16%	-7%	-5%[38.3 µM]	1%	-1%	-7%
Cc1ccc(SC(=O)c2c([N+](=O)[O-])c(C)nn2C)cc1	-1%[9.22 µM]	-3%	.	.	-1%	5%	-12%[10 µM]
Cc1cc(C(=O)OCCN2C(=O)c3ccccc3C2=O)c2ccccc2n1	5%	3%	-13%	19%[38.3 µM]	3%	9%	-11%
COc1ccccc1CCNC(=O)CCn1c(=O)oc2ccccc21	-5%	3%	1%	21%[38.3 µM]	-11%	2%	-1%[10 µM]
CCOc1ccc2nc(COC(=O)c3cccs3)c(C(=O)c3ccccc3)[n+]([O-])c2c1	-10%	-6%	4%	12%	-9%	-1%	18%[10 µM]
Cc1ccccc1OCC(=O)OCn1nnc2ccccc2c1=O	27%[9.22 µM]	-1%	-2%	.	3%	8%	20%[10 µM]
Cc1nnc(SCC(=O)NC(C)(C)C)n1C1CCCCC1	12%	7%	10%	2%	-3%	-30%	.
CCCn1c(-c2ccc(F)cc2)nc2c(NCCCCN3CCCC3)nc(C)nc21	.	.	.	5%	6%	6%	-34%[inhibitor]
CCCC(C)NC(=O)c1cc(C(=O)OC)cc([N+](=O)[O-])c1 (configuration not stated)	9%	3%	-1%	-4%	2%	5%	0%[10 µM]

Some of the compounds tested; count on the stated rates, not on these rows.
